TRPM1 prom inh = reduces MITF-dependent TRPM1 promoter luciferase signal; inhibition, % at 12.5 µM; actives 0.83% (n = 330,000); SK-MEL-5 TRPM1 promoter luciferase, 24 h;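 active = mean inhibition across replicates of 60% or more, whatever share of single replicates reaches that level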; also: values of inactives mirror those of a sister screen read the other way
Peg3 promoter = reduces Peg3 promoter-driven luciferase expression in HeLa | HeLa PEG-Prom luciferase reporter, luminescence, overnight | inhibition, % at 20 µM | actives 1.7% (n = 360,000);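 active = inhibition of at least 50% at 20 µM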
NR2E3 ag-1 = NR2E3 (human) agonism. Q9Y5X4. GST-NR2E3/biotin-RetCOR TR-FRET, 1536-well. inhibition of corepressor binding, % at 4.78 µM. actives 0.12% (n = 320,000). AID 2300;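 active = percent inhibition above the cutoff of mean plus 3 SD of all tested compounds, set per screening campaign, cut at about 20% in these data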;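 also: 0% = DMSO wells and 100% = biotin wells as full block of FRET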
Target sequence (Q9Y5X4 whole entry, looked up): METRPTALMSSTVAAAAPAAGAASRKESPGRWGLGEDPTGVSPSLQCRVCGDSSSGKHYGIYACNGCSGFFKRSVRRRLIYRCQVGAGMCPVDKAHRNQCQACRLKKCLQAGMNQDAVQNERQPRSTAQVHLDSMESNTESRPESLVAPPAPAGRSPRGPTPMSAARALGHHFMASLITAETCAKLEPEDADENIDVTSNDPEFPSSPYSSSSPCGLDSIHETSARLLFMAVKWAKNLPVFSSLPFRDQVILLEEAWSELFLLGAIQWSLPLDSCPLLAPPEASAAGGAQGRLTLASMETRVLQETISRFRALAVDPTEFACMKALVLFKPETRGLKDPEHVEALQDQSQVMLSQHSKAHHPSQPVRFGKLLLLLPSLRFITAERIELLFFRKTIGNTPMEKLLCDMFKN
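Material – GST-tagged NR2E3 plus biotinylated RetCOR corepressor · Quantity – NR2E3 fusion 1.35 nM · Times – 5 h incubation at 4 °C · Medium – pH 7.5 Tris-based buffer · Technique – TR-FRET, Eu(K)-anti-GST donor, streptavidin-D2 acceptor, ex 340, em 617/671 nm · Benchmarks – high control biotin, low control 0.6% DMSO · Format – 1536-well plates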
TRAIL sens C8 = sensitizes caspase-8 expressing cells to TRAIL. NB7+C8 cells + TRAIL, ATPlite viability luminescence. inhibition (viability loss, TRAIL sensitization), % at 10 µM. actives 1% (n = 360,000);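 active = compounds causing at least 50% loss of cell viability in the single-dose screen, relative to plate controls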
KKLEB tox = reduces viability of KKLEB cystic fibrosis airway cells; KKLEB CF airway cells viability, ATPlite luminescence, overnight; stronger effect = lower value; cells stimulated with P. aeruginosa culture filtrate; activity change (cytotoxicity), % at 5 µM; actives 0.36% (n = 360,000); AID 602141;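 active = corrected activity change at or below -50% at 5 µM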
TWEAK Fn14 block = TWEAK-Fn14 signaling inhibition. actives 2% (n = 360,000). AID 1159606. TWEAK-stimulated Fn14 reporter cells, luciferase luminescence, 8 h. inhibition, % at 10 µM; in the data active = inhibition above about 50%
HIF-2a inh = blocks HIF-2a reporter activity | 786-0 RCC cells HIF-2a reporter, luciferase luminescence, overnight | inhibition, % at 18.8 µM | actives 0.72% (n = 360,000) | AID 624352;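 active = inhibition of the luminescence signal of 40% or more relative to plate controls, in a single-dose primary screen at 18.75 µM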
NR2E3 ag-2 = human photoreceptor-specific nuclear receptor agonism; CHO-S Gal4-NCOR/VP16-NR2E3 two-hybrid, luciferase; inhibition of corepressor binding, % at 3.98 µM; actives 0.35% (n = 360,000); AID 602229;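 active = inhibition above the mean of all tested compounds plus 3 SD, cut at about 70% in these data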;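 also: 0% = DMSO with NR2E3 transfected cells and 100% = cells lacking NR2E3 construct; higher means lower luciferase signal from less NR2E3 corepressor binding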
Shn3 inh set2 = reduces Shn3 3'UTR luciferase signal in osteoblasts. actives 0.52% (n = 360,000). inhibition, % at 12.5 µM. Clone20 osteoblast Shn3 3'UTR firefly luciferase, 24 h;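 active = mean inhibition of at least 75% with every replicate also reaching 75%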;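 also: 0% = median of neutral control wells and 100% = pilot-screen positive control compound; some compounds past the cut are filed as inactive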
CF NFkB block = blocks PAF-induced NF-kB reporter in cystic fibrosis cells; actives 0.86% (n = 360,000); KKLEB NF-kB-GFP reporter, GFP fluorescence overnight; inhibition, % at 5 µM;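 active = at least 50% inhibition at 5 µM, scaled per plate between neutral and stimulator controls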;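 also: PAF is a Pseudomonas aeruginosa culture filtrate used as stimulus; plate controls were PAF-stimulated DMSO wells for no effect and unstimulated DMSO wells for full effect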
TROY NFkB inh = TROY signaling inhibition; Q293 LMP1-TROYcd NF-kB luciferase reporter, 4 h; inhibition, % at 10 µM; actives 0.98% (n = 360,000);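 active = compounds whose plate-normalised and pattern-corrected inhibition of the luciferase reporter signal at the single screening dose is 50% or more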
The depositor's hits bear a star; · = not tested or not shown. This is a subset, so the mix of outcomes need not match the whole.

compound,TRPM1 prom inh,Peg3 promoter,NR2E3 ag-1,TRAIL sens C8,KKLEB tox,TWEAK Fn14 block,HIF-2a inh,NR2E3 ag-2,Shn3 inh set2,CF NFkB block,TROY NFkB inh
COc1ccc(N/N=C/c2c(C(=O)O)ccc3ccccc23)cc1,·,37.6,-0.5,-7.3,-12.8,22.1,-91.4,-24.4,92.9*,12.6,13.1
COc1ccc(NC(=O)CN(C)C(=O)c2cc3c(cc2Cl)N2CCCCCC2=NS3(=O)=O)cc1,-7.1,4.5,0.4,-19.4,-7.9,-14.2,5.4,-35.0,-1.0,6.1,5.3
COc1ccc(-c2ccc(C(=O)NCc3ccccc3)c3occc23)c(C)c1,·,-94.9,·,3.5,5.2,9.8,-156.5,-64.9,52.2,-22.5,-37.2
O=C(NCc1ccco1)C1CCCN(S(=O)(=O)c2ccc(-n3cnnn3)cc2)C1 (stereo not given),9.3,14.9,0.8,3.3,-1.8,8.4,4.6,-0.1,20.6,-7.0,1.6
CCOC(=O)c1c(C)[nH]c(C)c1C(=O)CN1C(=O)NC2(CCCCCC2)C1=O,·,2.4,5.4,15.4,9.2,0.6,1.9,-1.1,4.9,-9.8,-7.6
CC(C)C(=O)NC(=O)[C@@H]1CCCN1C(=O)/C=C/c1ccccc1,2.5,-8.4,4.8,-2.7,-10.5,-9.6,0.9,-22.2,8.5,-5.1,28.3
Cc1cc(=O)[nH]c(Nc2cccc(C(F)(F)F)c2)n1,4.8,13.3,-2.6,-1.9,-5.3,21.3,22.7,-18.6,5.9,45.4,33.1
CCCN1C(=O)c2cc(C(=O)NC3CCCC3)ccc2C1O (stereo not given),0.5,-26.3,2.2,-16.4,0.7,-4.4,-5.7,-43.8,-14.5,-23.4,4.2
COc1ccc(Cn2c(=S)[nH]c3cc(C(=O)NCCCN4CCOCC4)ccc3c2=O)cc1,-15.9,17.5,2.7,-0.6,-11.4,-24.1,1.3,-11.4,10.8,11.8,-7.6
COCCn1c(=O)[nH]c2cc(C(=O)N3CCN(c4cccc(C)c4C)CC3)ccc2c1=O,32.8,14.4,2.4,11.1,1.5,30.5,12.1,-11.0,14.8,-15.5,14.7
Clc1ccc(-c2cccc3nccn23)c(Cl)c1,·,-9.4,·,1.4,-0.1,-1.3,-25.4,10.1,-23.0,6.1,0.8
CN(C)S(=O)(=O)N1CCN(CC(O)COc2ccc(-c3ccccc3)cc2)CC1 (stereo not given),1.9,-4.7,-0.6,-5.5,9.7,-24.4,-2.9,23.6,37.2,-5.5,7.2
Cc1cc(C(=O)Nc2cccc([N+](=O)[O-])c2)c(C)o1,-5.6,-31.5,-2.0,20.2,0.3,1.6,-33.5,-19.9,-10.2,6.1,-4.1
COc1cc(OC)c(OC)cc1CN1CCCC(C(=O)N2CCCC2)C1 (stereo not given),-2.3,13.4,-3.2,-13.6,-7.6,-17.8,12.9,4.2,-3.0,-7.2,-15.5
COC(=O)C1=C(C)Nc2ncnn2C1c1ccc(C)o1 (stereo not given),-2.5,-6.2,1.9,11.0,2.4,13.7,9.2,-19.9,12.4,13.4,-5.5
CC1(C)CC(=O)C=C(Nc2ccc(O)cc2)C1,·,20.9,·,-21.9,6.0,-11.4,24.3,10.8,7.5,-8.5,11.3
O=C1c2cccnc2C(O)N1Cc1ccccc1 (stereo not given),-8.8,6.2,-0.2,4.5,19.7,-25.1,5.6,-4.7,-68.9,-12.5,-22.0
Cc1ccc(S(=O)(=O)N2CCCOC2CNC(=O)C(=O)NCc2cccs2)cc1 (stereo not given),10.1,-0.3,0.9,-8.0,-17.5,1.1,10.2,-10.1,10.1,-4.4,7.5
N#Cc1nc(COc2ccccc2)oc1NCCCn1ccnc1,-38.7,-78.6,-2.1,4.3,3.5,-19.3,-128.0,3.3,-33.0,2.3,-31.4
Brc1ccc(-c2nn3c(-c4ccccn4)nnc3s2)o1,-15.6,-51.7,-0.4,25.7,-2.6,11.0,-73.5,-19.5,-16.7,-7.6,-29.1
CCC1(CC)NC(=O)N(CC(=O)OC(C)C(=O)Nc2ccc(S(N)(=O)=O)cc2)C1=O (stereo not given),·,12.6,·,-5.6,13.2,0.7,0.8,-17.0,-7.7,-1.6,-2.2
COc1ccc(S(=O)(=O)N(C)C)cc1NC(=O)Cc1ccc(S(=O)(=O)N2CCOCC2)s1,7.5,15.7,·,25.6,-3.0,1.4,6.2,13.4,19.5,15.7,-29.1
O=C(Nc1cccc(S(=O)(=O)N2CCOCC2)c1)c1ccc2ccccc2n1,-13.8,-45.0,-2.1,-28.7,-4.6,8.9,-104.6,-40.5,1.7,-1.4,-28.1
O=C(CSc1ccccc1C(=O)O)Nc1cccc(C(=O)O)c1,3.3,-15.7,0.3,-14.2,7.6,8.6,0.8,-6.3,-12.3,2.6,-4.8
COC(=O)c1c(NC(=O)C(C)C)sc2c1CCN(Cc1ccccc1)C2,1.0,8.2,4.7,-2.6,-24.6,-16.0,-12.8,-0.5,16.8,3.6,1.1
NS(=O)(=O)c1ccc(CCNC(=O)c2cc3ccccc3oc2=O)cc1,-22.8,-2.9,-1.7,18.7,11.8,-19.8,11.0,15.1,-27.7,7.5,-1.1
COc1cc(/C=N/NC(=O)Cc2c[nH]c3ccccc23)cc(OC)c1OC,-8.2,23.0,-2.5,-4.0,0.6,-10.8,19.8,-28.7,13.0,-18.4,-15.0
O=c1[nH]cnc2c1c(-c1ccccc1)cn2-c1ccccc1,-13.9,34.3,6.2,-6.1,-12.3,32.3,-24.6,3.7,12.8,-9.8,-8.2
Cc1nc(SCC(=O)NC(=O)NCc2ccco2)nc(C)c1C,-0.7,16.6,-0.3,-7.2,6.3,2.1,11.5,16.9,4.0,12.4,7.2
Cc1ccc(C2=NS(=O)(=O)N(C)C(C(=O)NC3CCCC3)=C2)cc1,·,0.7,0.2,-5.2,16.8,-7.1,2.4,17.1,17.5,-11.8,4.4

Next section:
compound,TRPM1 prom inh,Peg3 promoter,NR2E3 ag-1,TRAIL sens C8,KKLEB tox,TWEAK Fn14 block,HIF-2a inh,NR2E3 ag-2,Shn3 inh set2,CF NFkB block,TROY NFkB inh
CC(C)c1nc2sc3c(=O)n(N)cnc3c2c2c1COC(C)(C)C2,-7.6,13.4,0.7,17.0,-7.1,18.0,16.8,-30.6,6.9,12.7,-0.2
O=S(=O)(c1ccc(F)cc1)N1CCN(c2ncccn2)CC1,-8.4,16.5,1.4,4.0,-4.3,-17.7,22.2,4.7,3.3,6.9,5.9
Cc1cccc(-c2nnc(SCCOc3ccc4c(C)cc(=O)oc4c3)o2)c1,0.5,-2.3,-0.1,-5.1,-1.6,-31.5,-8.4,11.7,7.2,7.6,-29.8
CC(C)COP(=O)(c1ccc(N(C)C)cc1)C(Nc1ccccc1)c1ccccc1 (stereo not given),3.2,23.8,2.7,8.4,-10.0,10.9,18.5,18.9,-2.5,7.5,6.6
CC(NC(=O)c1ccco1)C1CCCO1 (stereo not given),8.7,9.9,-1.3,-19.9,12.9,2.8,2.8,-9.2,19.7,2.0,-7.4
CCOc1ccc(NC(=O)CN(C)C(=O)c2ccc(OCc3ccccc3)c(OC)c2)cc1OCC,-3.6,-6.0,1.2,7.8,13.2,6.8,-46.2,16.2,3.8,16.4,-4.5
Cc1c(C(c2ccc(O)cc2)c2c(C)n(C)n(-c3ccccc3)c2=O)c(=O)n(-c2ccccc2)n1C,0.8,-6.0,6.8,23.5,9.3,-15.9,8.9,-0.6,-25.2,-12.1,2.6
Cc1ccccc1NC(=O)Cn1cnc2c(oc3nc4c(cc32)COC(C)(C)C4)c1=O,8.7,1.7,3.9,-1.8,10.9,1.0,-0.4,7.6,-3.4,3.9,21.1
Clc1nccc(NCc2ccccc2)n1,5.7,7.2,3.3,11.6,-3.0,1.1,10.5,4.3,9.2,-9.0,-22.2
O=C(COc1ccc(Cl)cc1)NNC(=O)c1cccnc1,15.4,3.4,6.7,-4.1,6.7,9.1,7.0,-17.9,-11.5,3.3,13.7
O=C(NC1CC1)c1cccc(NC(=O)C2CCN(S(=O)(=O)c3ccccc3C(F)(F)F)CC2)c1,·,7.6,·,6.4,0.2,-12.2,12.1,-19.1,8.3,0.9,14.1
O=C(C1=C[C@H](c2coc3ccccc3c2=O)C[C@H](OCc2ccc(CO)cc2)O1)N1CCN(Cc2ccccc2)CC1,0.6,11.3,-1.5,7.6,-0.8,-3.2,25.0,-19.8,3.9,15.3,-7.5
CC(=O)N1CCN(C(=O)c2ccc3c(c2)OCCO3)CC1,6.5,13.1,-2.5,12.7,6.6,-2.1,-2.9,-23.6,-3.6,-9.5,0.5
CCOc1ccc(C(=O)n2cc(C(=O)OC)c3ccccc32)cc1OCC,-2.1,-14.6,-1.6,3.8,4.4,12.9,7.4,-2.5,3.1,20.9,20.3
O=C(NCc1ccccc1)c1c(F)c(F)c(F)c(F)c1F,-3.6,-7.6,-2.4,5.9,6.5,7.3,27.0,-13.3,8.2,-10.8,-2.7
CCN(CC)S(=O)(=O)c1ccc(C(=O)NNC(=O)c2cccs2)cc1,-3.9,-13.3,2.3,-17.1,8.4,4.2,-5.1,-13.2,-17.8,8.1,-17.8
CCOC(=O)C1CCCN(CC(O)COC(c2ccccc2)c2ccccc2)C1 (stereo not given),-0.8,4.5,1.2,9.6,8.1,7.3,16.7,-7.0,-2.5,-6.0,-2.1
CC1CCC(C(=O)NC(C(=O)NCCCN2CCOCC2)C(C)C)CC1 (stereo not given),-4.8,5.1,-0.2,3.8,1.0,23.7,18.9,-29.6,6.6,8.6,-4.7
O=C(NCc1ccco1)/C(=C/c1cccc([N+](=O)[O-])c1)NC(=O)c1ccco1,1.3,18.9,1.4,-16.1,-5.3,28.7,2.5,4.1,-4.5,5.1,7.8
COC(=O)CSc1nnc(CNC(=O)c2ccccc2F)n1-c1ccccc1,-7.5,-3.5,2.8,7.1,-10.6,-1.1,2.6,-30.7,-6.0,6.4,6.7
O=C(CCSCc1cccc(Cl)c1)NC1CCCC1,2.4,4.6,0.5,1.8,-6.2,-8.4,15.4,-34.2,-2.4,14.1,3.2
O=C(CCc1nc2ccccc2s1)c1ccccc1,-27.9,-104.5,-1.3,3.9,12.8,-18.8,-142.7,-18.2,-11.4,-1.7,-56.5

Bioassay records: PubChem, several laboratories
